Bioassay records (PubChem BioAssay)
Bcl-B Bim block – disrupts Bim peptide binding to human Bcl-B; Q9HD36; bead-based flow cytometry; inhibition, % at 10 µM; 190,000 tested, 0.073% active; AID 951;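 note: 0% = tracer peptide without compound and 100% = reference inhibitor peptide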
Target sequence (Q9HD36 whole entry, looked up): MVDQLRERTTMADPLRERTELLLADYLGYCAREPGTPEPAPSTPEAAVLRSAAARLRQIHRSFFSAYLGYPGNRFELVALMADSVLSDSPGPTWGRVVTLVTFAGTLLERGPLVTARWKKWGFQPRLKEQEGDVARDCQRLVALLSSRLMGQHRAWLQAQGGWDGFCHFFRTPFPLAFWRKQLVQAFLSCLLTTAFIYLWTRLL
GSH bead fluor – compound fluoresces at 488/530 nm on GSH beads; GSH beads flow cytometry, compound fluorescence 488/530 nm; hits give high values; fluorescence (KMESF) at 10 µM; 190,000 tested, 0.25% active; in the data active = fluorescence above about 89;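 note: glutathione beads carrying GST-tagged Bcl family fusion proteins plus one bare bead set; values are compound well signal with DMSO vehicle wells as background; inactives centre near 16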
Bim-Bcl-XL – inhibitors of Bim-Bcl-XL interaction, human; 190,000 tested, 0.04% active; inhibition, % at 10 µM; Bim peptide-Bcl-XL binding, bead flow cytometry, fluorescence; Q07817; AID 1007
Target sequence (Q07817 whole entry, looked up): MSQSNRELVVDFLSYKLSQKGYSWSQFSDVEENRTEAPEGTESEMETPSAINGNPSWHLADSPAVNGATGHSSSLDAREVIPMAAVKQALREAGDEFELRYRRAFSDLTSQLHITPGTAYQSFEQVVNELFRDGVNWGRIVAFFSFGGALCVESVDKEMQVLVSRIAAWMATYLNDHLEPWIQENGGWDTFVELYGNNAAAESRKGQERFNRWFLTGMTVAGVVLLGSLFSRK
RGS7-Gao – human RGS7-Galphao interaction regulation | P09471 | Multiplexed bead flow cytometry, RGS7-Galphao binding; actives lie on both sides | binding response (% of control), % at 10 µM | 220,000 tested, 0.35% active | AID 1439; in the data active = binding response below about 49% or above about 150%; inconclusive = no clear call, values can overlap the other calls; inactive = in between;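 note: fluorescent Galphao held in activated GDP-AlF4 state binding bead-coupled RGS7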
Target sequence (P09471 whole entry, looked up): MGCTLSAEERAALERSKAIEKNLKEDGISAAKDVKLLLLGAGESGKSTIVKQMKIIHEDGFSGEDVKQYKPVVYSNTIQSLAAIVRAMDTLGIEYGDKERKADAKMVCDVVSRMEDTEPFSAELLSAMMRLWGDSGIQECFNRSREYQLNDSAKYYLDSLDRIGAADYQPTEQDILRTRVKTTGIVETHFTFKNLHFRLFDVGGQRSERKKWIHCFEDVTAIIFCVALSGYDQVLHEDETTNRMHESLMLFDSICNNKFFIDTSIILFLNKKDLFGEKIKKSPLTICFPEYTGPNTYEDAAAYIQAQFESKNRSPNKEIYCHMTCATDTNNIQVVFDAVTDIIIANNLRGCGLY
Bim-Bcl-2 – human Bim-Bcl-2 interaction inhibition; P10415; Bead-based flow cytometry, Bim peptide-Bcl-2 binding; inhibition, % at 10 µM; 190,000 tested, 0.06% active; AID 950; in the data active = inhibition above about 40%; inconclusive = no clear call, values can overlap the other calls;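 note: 0% = no compound wells with probe peptide and 100% = reference peptide inhibitor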
Target sequence (P10415 whole entry, looked up): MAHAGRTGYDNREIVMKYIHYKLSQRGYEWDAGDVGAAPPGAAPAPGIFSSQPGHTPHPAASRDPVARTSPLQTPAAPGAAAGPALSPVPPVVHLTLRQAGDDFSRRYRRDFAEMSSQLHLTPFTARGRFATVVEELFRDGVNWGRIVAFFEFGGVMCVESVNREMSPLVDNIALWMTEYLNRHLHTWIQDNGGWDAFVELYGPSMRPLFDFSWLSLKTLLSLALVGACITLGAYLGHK
Bim-Bcl-W – disrupts Bim peptide binding to human Bcl-W | inhibition, % at 10 µM | Q92843 | bead-based flow cytometry | 190,000 tested, 0.02% active;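 note: 0% = bound tracer without compound and 100% = peptide blocker; higher means less fluorescent Bim peptide bound to Bcl-W beads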
RGS8-Gao reg – human RGS8-Galphao interaction regulation. P09471. 220,000 tested, 0.34% active. response (percent of control binding), % at 10 µM. multiplexed bead flow cytometry, RGS8-Galphao binding; actives lie on both sides; in the data active = response below about 60% or above about 140%; inactive = in between;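 note: Galphao activated as the GDP aluminium fluoride complex binding bead-coupled RGS8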
Bim-Mcl-1 – disrupts Bim peptide binding to human Mcl-1. Q07820. Bead-based flow cytometry, Bim peptide-Mcl-1 binding. inhibition, % at 10 µM. 190,000 tested, 0.1% active;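 note: 0% = no compound tracer wells and 100% = peptide blocker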
Bim-Bfl-1 – disrupts Bim binding to human Bfl-1; Bead-based flow cytometry, Bim-Bfl-1 binding inhibition; 190,000 tested, 0.12% active; inhibition, % at 10 µM; Q16548;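 note: 0% = wells without compound plus tracer and 100% = blocker peptide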
RGS4-Gao reg – human RGS4-Galphao interaction regulation; P09471; Multiplexed bead flow cytometry, RGS4-Galphao binding; actives lie on both sides; binding response (% of control), % at 10 µM; 220,000 tested, 0.33% active; AID 1415; in the data active = binding response below about 49% or above about 150%; inactive = in between;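 note: fluorescent Galphao activated with aluminum fluoride binding bead-coupled RGS4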
Mcl1-Bid inh – disrupts binding of human Mcl-1 to Bid peptide; Q07820; TR-FRET Mcl-1/Bid-Dy647 peptide binding, 1536-well; inhibition, % at 21.7 µM; 220,000 tested, 0.97% active;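 active = compounds that cut the binding signal by more than half at the single screening dose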;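 note: His-tagged Mcl-1 with europium anti-His antibody binding Bid BH3 peptide; 0% = Mcl-1 plus peptide wells and 100% = peptide-only wells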
* = called active by the depositor; ? = inconclusive. Cut-off read from the data, not from the text of the source, unless noted: active = inhibition above about 40%.

Preview (six entries):
entry	SMILES	Bcl-B Bim block	GSH bead fluor	Bim-Bcl-XL	RGS7-Gao	Bim-Bcl-2	Bim-Bcl-W	RGS8-Gao reg	Bim-Mcl-1	Bim-Bfl-1	RGS4-Gao reg	Mcl1-Bid inh
1	Cc1ccc(C)c(OCCCC(=O)Nc2ccccc2C(N)=O)c1	-2	14	-3	91	0	0	96	-4	-4	97	-17
2	CC1(C)Cc2c(C#N)c(OCC(=O)c3ccc(Cl)cc3)nc(-c3ccco3)c2CO1	-5	33	-26	75	-5	0	81	-1	7	71	-18
3	O=Cc1ccc(Oc2cccc(C(F)(F)F)c2)nc1	0	18	0	102	-3	-2	101	-4	-2	105	6
4	Cc1cc(C)[n+](C)n1CC(O)Cn1c2ccccc2c2ccccc21 (configuration not stated)	-8	13	-4	?	-6	-2	96	0	-4	94	-5
5	Cc1cc(C(F)(F)F)nn1CC(=O)NCc1ccco1	-1	13	0	101	0	0	100	-1	0	101	-28
6	CCN(CC)CC(=O)c1c[nH]c2ccc(C)cc12	-4	24	-4	97	-6	-6	99	-8	-3	102	-13

All compounds of this part (from the top)
entry	SMILES	Bcl-B Bim block	GSH bead fluor	Bim-Bcl-XL	RGS7-Gao	Bim-Bcl-2	Bim-Bcl-W	RGS8-Gao reg	Bim-Mcl-1	Bim-Bfl-1	RGS4-Gao reg	Mcl1-Bid inh
1	Cc1ccc(C)c(OCCCC(=O)Nc2ccccc2C(N)=O)c1	-2	14	-3	91	0	0	96	-4	-4	97	-17
2	CC1(C)Cc2c(C#N)c(OCC(=O)c3ccc(Cl)cc3)nc(-c3ccco3)c2CO1	-5	33	-26	75	-5	0	81	-1	7	71	-18
3	O=Cc1ccc(Oc2cccc(C(F)(F)F)c2)nc1	0	18	0	102	-3	-2	101	-4	-2	105	6
4	Cc1cc(C)[n+](C)n1CC(O)Cn1c2ccccc2c2ccccc21 (configuration not stated)	-8	13	-4	?	-6	-2	96	0	-4	94	-5
5	Cc1cc(C(F)(F)F)nn1CC(=O)NCc1ccco1	-1	13	0	101	0	0	100	-1	0	101	-28
6	CCN(CC)CC(=O)c1c[nH]c2ccc(C)cc12	-4	24	-4	97	-6	-6	99	-8	-3	102	-13
7	NC(=O)CSc1nnc2sc3ccccc3n12	-8	12	-3	99	-12	0	96	-1	-10	97	-37
8	N#Cc1cc(-c2ccccc2)nn1-c1ccccc1	-9	14	3	93	9	24	86	5	57*	99	27
9	O=C(C1CC1)N1CCCC(c2ccc(Cl)cc2)=N1	-1	7	-5	100	-3	-4	101	-2	-4	98	-9
10	O=S(=O)(c1ccccc1)N1CCN=C1SCc1ccc(Cl)c(Cl)c1	-9	10	-6	101	-7	-5	100	-7	-4	100	0
11	CCN(CC(=O)Nc1cc(C)nn1-c1nc(C)cc(C)n1)Cc1ccccc1	-8	36	-4	95	-11	-1	93	-5	-15	81	9
12	COc1ccc2nc3sc(C(=O)NCCN4CCc5ccccc5C4)cc3cc2c1	-2	6	1	116	2	0	114	0	1	116	-10
13	COC(=O)Cc1c(C)nc2nc(NCc3c(F)cccc3Cl)[nH]n2c1=O	-9	33	-10	103	-11	-3	102	-2	-18	101	15
14	CCC1=[N+](CC(=O)c2ccc(C)cc2)CCn2c(C)ccc21	-5	13	-6	99	-5	-2	100	-1	-1	101	-16
15	CC(C)c1ccc2nc3sc(C(=O)N4CCc5ccccc5C4)c(N)c3cc2c1	-11	20	-4	102	0	-2	100	0	5	101	-19
16	Cc1ccccc1Nc1nc(N)nc(COc2ccc(C#N)cc2)n1	-7	16	0	99	-2	-2	104	-1	-9	103	-25
17	CCN(CC)c1ccc(CNCc2cccs2)cc1	1	14	0	?	0	-1	98	0	5	93	-24
18	CCCNC(=S)N1CC2(C)CN(C(=O)C(=O)OCC)CC(C)(C1)C2=O	-4	13	-1	108	-6	1	106	0	-4	103	-59
19	CCn1c(-c2cc(-c3ccc(C)c(C)c3)nc3ccccc23)n[nH]c1=S	-7	14	-5	98	-7	-6	79	0	-2	102	-88
20	CNC(=O)C1=C(C)NC(=S)NC1c1cc2c(cc1OC)CCCC2 (configuration not stated)	-9	7	-2	102	1	-1	93	-2	3	97	-73
21	O=C1C2C3C=CC(C3)C2C(=O)N1Cc1ccc(CN2C(=O)C3C4C=CC(C4)C3C2=O)cc1 (configuration not stated)	-6	60	-1	107	-4	1	102	0	-10	107	31
22	Cc1ccc(S(=O)(=O)N2CCC(C(=O)N[C@@H](Cc3ccccc3)C(=O)O)CC2)cc1	0	38	-10	80	1	-3	87	-1	1	70	-7
23	CCOc1cc(NC(=S)Nc2cccc(OC)c2)c(OCC)cc1NC(=O)C(C)C	-3	12	0	106	-2	1	100	0	-6	101	-34
24	CC(Sc1ccccc1)C(=O)NN=C1CCN(C)CC1 (configuration not stated)	3	24	2	109	-2	-1	100	0	-1	103	-24
25	COc1ccc(-c2noc(C3CCCN(S(=O)(=O)c4ccc(C)c(Cl)c4)C3)n2)cc1OC (configuration not stated)	-7	11	-1	94	-6	9	96	-1	-9	93	-18
26	N#CCOc1nc(N2CCOCC2)nc(N2CCOCC2)n1	-9	39	-9	99	-6	0	100	0	-11	96	-3
27	Cc1ccc(NC(=O)CN2CCCC2)c2c1CC(C)(C)O2	-6	10	-2	93	-2	-3	101	-4	-5	98	-6
28	CC1CCN(c2cc(N3CCN(C(=O)c4ccc(F)c(F)c4)CC3)c([N+](=O)[O-])cc2F)CC1	-4	9	-5	98	-1	-2	102	-3	-1	100	2
29	CCCn1c(=O)c2c(nc3n2CCS3)n(C)c1=O	-4	23	1	100	-2	1	100	1	-2	100	-13
30	Cn1c(=O)c(=O)n(C)c2cc(S(=O)(=O)N3CCN(c4ccccc4F)CC3)ccc21	-11	25	-10	101	-6	-4	98	-6	-2	99	-3

Remaining list, next part:
entry	SMILES	Bcl-B Bim block	GSH bead fluor	Bim-Bcl-XL	RGS7-Gao	Bim-Bcl-2	Bim-Bcl-W	RGS8-Gao reg	Bim-Mcl-1	Bim-Bfl-1	RGS4-Gao reg	Mcl1-Bid inh
31	O=C(CN(C(=O)Cn1nnc(-c2ccc(F)cc2)n1)c1cnc2ccccc2c1)NCC1CCCO1 (configuration not stated)	-1	8	-1	88	0	-2	100	13	-6	99	-13
32	COc1ccc(-c2nnc3ccc(SCC(=O)Nc4nc5ccc(C)cc5s4)nn23)cc1OC	-1	11	-4	96	2	-5	104	-4	3	99	-26
33	Cc1ccc(NC(=O)CCN2C(=O)c3cccc4cccc(c34)C2=O)cc1	-5	21	0	98	0	-2	103	1	-4	103	-30
34	Clc1ccc(-c2csc3ncnc(NCCN4CCOCC4)c23)cc1	-6	53	-2	103	-11	0	101	0	-10	103	8
35	O=C(NNC(=S)Nc1ccc(Cl)c(Cl)c1)c1ccccn1	-9	16	-4	97	-1	0	100	-1	-1	100	-74
36	CC(C)CC(=O)Nc1ccc(OCC(=O)O)cc1	2	7	3	98	4	1	101	1	0	104	7
37	O=C(c1ccccc1)N1CCN(C2c3cccc4cccc(c34)C2NS(=O)(=O)c2ccccc2)CC1 (configuration not stated)	-10	25	-8	104	-12	-1	103	-5	-19	102	0
38	Cc1ccccc1-c1nc(CS(=O)(=O)CC(=O)NCCCN2CCCC2)c(C)o1	-4	14	-3	98	-2	0	101	0	-11	101	-15
39	O=C(C1CC1c1ccccc1)N1CCN(c2cccc(Cl)c2)CC1 (configuration not stated)	-5	11	1	103	-6	0	103	7	-8	103	-20
40	CCOC(=O)Cn1cc(/C=C/[N+](=O)[O-])c2ccccc21	-14	13	0	97	0	0	101	0	3	100	-10
41	COc1cc(C(=O)Nc2nc(OC)c(-c3ccccc3)c(OC)n2)cc(OC)c1OC	-9	25	-12	100	-10	-6	100	-7	-24	97	-8
42	CCOC(=O)c1ccc(NC(=O)NCc2c(C)nn(CC)c2C)cc1	-1	15	0	106	-3	-5	105	-3	-8	107	-18
43	CN(C)CCCOc1nc2c(c(=O)n(C)c(=O)n2C)n1C	-3	19	-1	98	1	1	100	0	0	100	2
44	CN(C)C(=S)Nc1ccc2ccccc2c1	9	8	16	107	12	12	101	13	23	104	-29
45	Cc1ccc(CNC(=O)CSc2nc(C)cc(C)c2C#N)cc1	-8	38	-6	94	-6	-1	99	1	-11	96	5
46	COc1cc(C)c(C(C)C)cc1S(=O)(=O)N1CCOCC1	-5	20	-2	96	-4	0	98	2	-16	99	5
47	CCOC(=O)c1nc(S(C)(=O)=O)ncc1N1CCOCC1	-3	22	0	102	-4	0	102	0	-1	98	-64
48	CCN(CC)CCN(C(=O)c1cccc([N+](=O)[O-])c1)c1nc2ccc(OC)cc2s1	-3	24	-3	102	0	0	100	-1	-2	102	-10
49	O=C(COc1ccccc1Br)NCc1ccco1	-6	40	-2	99	-5	2	101	-2	-8	101	-18
50	CC(=O)c1nc2ccccc2n1S(=O)(=O)c1ccc(Cl)cc1	-1	12	0	95	-1	-1	87	-1	-2	99	24
51	CC(=O)C1=C(O)C(=O)OC1c1ccc(C)cc1 (configuration not stated)	-1	14	0	100	0	1	103	1	2	101	-26
52	CCOC(=O)N1CCN(C(=O)CN(c2ccc(C)cc2)S(=O)(=O)c2c(C)noc2C)CC1	-8	30	-10	97	-4	-2	95	-1	-8	100	-7
53	O=C(COC(=O)c1ccc(S(=O)(=O)N2CCCC2)cc1)NCc1cccs1	-1	11	0	100	-1	0	99	1	-2	99	-5
54	COc1ccccc1NC(=O)CSc1nnc(Cc2cccn2C)n1-c1ccc(F)cc1	-7	19	-4	101	-4	0	101	0	-10	101	13
55	COc1ccccc1-c1cc2nc(C)c(CCC(=O)NCc3ccco3)c(C)n2n1	-9	15	-7	108	0	-6	106	-1	-5	103	-9
56	O=c1cc2ncc(-n3cc([N+](=O)[O-])cn3)cn2[nH]1	0	10	-2	100	-1	0	101	0	-9	105	-30
57	O=C(CSc1nnc(-c2cccs2)o1)NCc1ccco1	0	13	-1	98	-1	-3	99	-3	5	97	1
58	COc1ccccc1-c1noc(CSc2nc(C)cc(=O)[nH]2)n1	0	20	-2	97	1	-1	90	1	4	99	-50
59	CCOC(=O)C1CCN(S(=O)(=O)c2cn(C)c(=O)n(C)c2=O)CC1	-11	14	-10	104	-8	-5	104	-3	-8	104	2

An excerpt from above in order of number of heavy atoms, rising:
entry	SMILES	Bcl-B Bim block	GSH bead fluor	Bim-Bcl-XL	RGS7-Gao	Bim-Bcl-2	Bim-Bcl-W	RGS8-Gao reg	Bim-Mcl-1	Bim-Bfl-1	RGS4-Gao reg	Mcl1-Bid inh
45	Cc1ccc(CNC(=O)CSc2nc(C)cc(C)c2C#N)cc1	-8	38	-6	94	-6	-1	99	1	-11	96	5
48	CCN(CC)CCN(C(=O)c1cccc([N+](=O)[O-])c1)c1nc2ccc(OC)cc2s1	-3	24	-3	102	0	0	100	-1	-2	102	-10
41	COc1cc(C(=O)Nc2nc(OC)c(-c3ccccc3)c(OC)n2)cc(OC)c1OC	-9	25	-12	100	-10	-6	100	-7	-24	97	-8
